Source: PubChem BioAssay
MBNL1 CUG block: MBNL1-poly(CUG) RNA binding inhibition | Q9NR56 | Potency, µM (series often up to 57.5 µM), for the others: at the highest dose activity change, negative = inhibition, actives largely listed as inhibitors | TR-FRET MBNL1-His/biotin-(CUG)12 binding, 665/545 ratio | 0.036% of 280,000 active | AID 2675; active means well fitted inhibition curve with a large enough effect in the signal ratio, with a control signal flat, not every such curve was filed as active; inconclusive means small, poorly fitted or top-dose-only effect, or effect the other way, or a change in a side signal; inactive means no such curve, though single readings can be large or run the other way; the % refers to the signal ratio; further: potency means the concentration at half of the fitted maximal effect; on the % scale 0 is the no-effect control and ±100 the full control effect
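MBNL1-His + Biotin-(CUG)12, cpd titration 92 nM–58 uM; Tb anti-His Ab 0.055 ng/ul, SA-XL665 5 nM (final); 60 min RT; ratiometric 665/545 nm, Ex 340 nm; normalized to buffer and full-complex controls.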
Mito fusion act: blocks mitochondrial division or promotes mitochondrial fusion; S. cerevisiae fusion-defective mutant growth rescue, CellTiterGlo 48 h; Potency, µM (highest dose often 46.1 µM), for the others: at the highest dose growth rescue (activation), hits mostly activators; 0.23% of 320,000 active; AID 485298;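 further: potency means the concentration at half of the fitted maximal effect; % of control where 0% means no effect; nearly all actives have a fitted effect of over 45% in size; temperature-sensitive fusion mutants such as fzo1-1 at 37 °C on non-fermentable ethanol glycerol medium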
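Temperature-sensitive fusion-defective S. cerevisiae (e.g. fzo1-1, mgm1-5) were grown with compound in YPEG medium (3% ethanol, 3% glycerol) for 48 hours at 37C. Growth rescue was measured as viability by CellTiterGlo luminescence after 10 minutes at ambient.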
Menin MLL FP TR: menin-MLL binding inhibition, Texas Red mutant peptide | Potency, µM (doses to about 61.6 µM), for the others: top-dose FP activity change, negative = inhibition, actives largely listed as inhibitors | Menin + Texas Red MLL mutant peptide, fluorescence polarization | 0.23% of 270,000 active; active means well fitted inhibition curve with a large enough effect in the polarisation, with a control signal flat, not every such curve was filed as active; inconclusive means small, poorly fitted or top-dose-only effect, or effect the other way, or a change in a side signal; inactive means no such curve, though single readings can be large or run the other way; the % refers to the polarisation; further: potency means the concentration at half of the fitted maximal effect; % of control where 0% means no effect; many of its hits are not listed in these tables
TSHR antagonist: antagonists of human thyroid stimulating hormone receptor | P16473 | TSHR-expressing cells, TSH-stimulated cAMP HTRF, 2 h; active compounds read low | activity change, negative = inhibition, % at 11.5 µM | 0.2% of 330,000 active | AID 504810;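 active means activity change below a set negative limit, meaning inhibition stronger than a set level, cut at about -70% in these data; inconclusive means activity change between two set negative limits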; further: on the % scale 0 is the no-effect control and ±100 the full control effect
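Inhibition of cAMP made by TSHR-expressing cells under TSH stimulation (4nM final, EC80; 2 h, 37 deg C) is quantified with a one-step lysis HTRF kit, anti-cAMP cryptate versus cAMP-d2.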
PKM2 act: PKM2 (human) enzyme activation. purified PKM2, Kinase-Glo ATP luminescence, activation; response scale: 0% is enzyme alone, no compound. AID 1631. Potency, µM (titrated, usually from 57.5 µM), for the others: top-dose activation, actives largely listed as activators. P14618. 0.34% of 260,000 active; further: potency means the concentration at half of the fitted maximal effect; on the % scale 0 is the no-effect control and ±100 the full control effect; nearly all actives have a fitted effect of over 55% in size
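ATP formation by purified human PK-M2, quantified via coupled luciferase luminescence after 1 h at room temperature with 0.1 mM ADP and 0.5 mM PEP final.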
USP2a block: blocks human ubiquitin-specific protease USP2a | USP2 core, Ub-CHOP2 coupled fluorogenic reporter, 485/531 | Potency, µM (doses to about 38.3 µM), for inactives: top-dose activity change, negative = inhibition, usual class: inhibitors | AID 463254 | O75604 | 0.01% of 330,000 active;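 further: potency means the concentration at half of the fitted maximal effect; plate controls were DMSO wells for no effect and full inhibition by NEM control for full effect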
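Deubiquitinase activity read as fluorescence (485/531 nm) after Ub-CHOP2 cleavage activates the enterokinase reporter on its substrate; USP2 core 10nM, Ub-CHOP2 and substrate 25nM each, 30min compound preincubation then 60min RT; data normalized to NEM, curves fitted.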
KCNH2 WT inh: KCNH2 (human, wildtype) channel inhibition | activity change, % at 1.84 µM | U2OS, BacMam KCNH2, thallium flux FluxOr; active compounds read low | AID 720551 | 0.37% of 340,000 active;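 active means maximum activity change below -70%; inconclusive means maximum activity change between -70% and -50%; inactive means maximum activity change above -50%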; further: on the % scale 0 is the no-effect control and ±100 the full control effect
Target sequence (Q12809 whole entry, looked up): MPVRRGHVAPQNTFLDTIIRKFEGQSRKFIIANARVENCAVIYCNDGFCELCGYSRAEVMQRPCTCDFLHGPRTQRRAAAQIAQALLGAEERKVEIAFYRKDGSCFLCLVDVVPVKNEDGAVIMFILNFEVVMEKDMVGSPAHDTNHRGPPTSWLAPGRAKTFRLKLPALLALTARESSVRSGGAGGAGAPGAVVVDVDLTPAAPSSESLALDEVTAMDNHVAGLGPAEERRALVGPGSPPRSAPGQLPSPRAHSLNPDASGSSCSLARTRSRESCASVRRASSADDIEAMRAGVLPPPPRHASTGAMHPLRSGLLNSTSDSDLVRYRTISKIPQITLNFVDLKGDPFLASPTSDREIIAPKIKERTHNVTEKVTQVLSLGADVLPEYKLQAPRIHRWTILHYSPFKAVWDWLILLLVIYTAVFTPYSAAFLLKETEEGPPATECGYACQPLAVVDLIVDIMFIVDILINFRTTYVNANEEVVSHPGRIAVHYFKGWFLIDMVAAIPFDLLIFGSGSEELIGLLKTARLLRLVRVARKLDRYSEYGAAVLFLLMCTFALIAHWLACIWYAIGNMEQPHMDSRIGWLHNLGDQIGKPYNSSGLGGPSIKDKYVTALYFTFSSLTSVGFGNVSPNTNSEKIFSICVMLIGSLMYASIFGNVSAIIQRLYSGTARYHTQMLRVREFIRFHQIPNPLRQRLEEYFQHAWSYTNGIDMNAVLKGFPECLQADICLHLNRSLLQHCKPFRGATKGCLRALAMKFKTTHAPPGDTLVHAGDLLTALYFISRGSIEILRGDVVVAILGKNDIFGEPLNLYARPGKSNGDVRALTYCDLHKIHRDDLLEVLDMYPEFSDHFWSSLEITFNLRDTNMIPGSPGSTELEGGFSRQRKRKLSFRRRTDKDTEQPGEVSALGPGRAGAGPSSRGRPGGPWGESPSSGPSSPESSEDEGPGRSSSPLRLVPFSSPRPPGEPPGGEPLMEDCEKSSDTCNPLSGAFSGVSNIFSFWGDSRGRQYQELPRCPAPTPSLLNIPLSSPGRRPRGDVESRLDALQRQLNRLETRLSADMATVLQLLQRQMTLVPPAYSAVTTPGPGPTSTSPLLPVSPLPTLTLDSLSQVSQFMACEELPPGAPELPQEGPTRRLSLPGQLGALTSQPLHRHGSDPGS
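U2OS cells transduced with wild-type KCNH2 virus are loaded with FluxOr dye for 45 min, and thallium flux is measured in kinetic reads before and after stimulation buffer. Rate constants are normalized to DMSO controls.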
Chronic BCR inh: inhibitors of chronic active B-cell receptor signaling. ABC-DLBCL IkBa-CBG/CBR reporter, luminescence ratio, 4 h. Potency, µM (highest dose often 46.1 µM), for the others: at the highest dose ratio change, negative = lower green/red ratio, most hits filed as inhibitors. 0.05% of 340,000 active; active means well fitted inhibition curve with a large enough effect in the signal ratio, with a control signal flat, not every such curve was filed as active; inconclusive means small, poorly fitted or top-dose-only effect, or effect the other way, or a change in a side signal; the % refers to the signal ratio;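 further: potency means the concentration at half of the fitted maximal effect; plate controls were basal doxycycline-induced cells for no effect and cells given 10 µM MG132 for full effect; MG132 reads +100%, hits lower the ratio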
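Concentration-response series (up to 46 uM) were applied to TMD8 dual-reporter cells for 4 h at 37C with doxycycline. Green/red ratio, after filter-overlap correction, defined %Activity; red signal alone was normalised to basal cells and zero luminescence.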
Eya2 phos inh: blocks the phosphatase activity of human Eya2 | O00167 | recombinant Eya2, OMFP fluorescence dephosphorylation (OMFP is methylfluorescein phosphate) | Potency, µM (highest dose often 76.9 µM), for the others: at the top dose activity, negative = inhibition, actives largely listed as inhibitors | 0.006% of 330,000 active; further: potency means the concentration at half of the fitted maximal effect; on the % scale 0 is the no-effect control and ±100 the full control effect
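Eya2 protein (added as 0.2 uM solution) was preincubated with compound for 10 min at ambient temperature in 50 mM HEPES pH 7.5, 50 mM NaCl, 5 uM MgCl2, 0.05% BSA, 1 mM DTT. OMFP (added at 50 uM) then reacted 10 min; fluorescence read at 485/525 nm.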
GALK inh: blocks human galactokinase activity | P51570 | Purified GALK, Kinase-Glo residual ATP luminescence | Potency, µM (series often up to 57.5 µM), for the others: at the top dose activity change, negative = inhibition, hits mostly inhibitors | 0.007% of 270,000 active | AID 1868; further: potency means the concentration at half of the fitted maximal effect; on the % scale 0 is the no-effect control and ±100 the full control effect
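5 nM enzyme, 35 uM ATP, 100 uM galactose, 20 mM HEPES pH8.0, 5 mM MgCl2; 1 h RT; residual ATP by Kinase-Glo Plus luminescence, qHTS format.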
S-ASM inh: inhibitors of human secretory acid sphingomyelinase. P17405. placental ASM, HMU-PC fluorogenic substrate, 60 min. Potency, µM (highest dose often 57.5 µM), for inactives: at the highest dose activity change, negative = inhibition, actives largely listed as inhibitors. 0.006% of 340,000 active. AID 504937; further: potency means the concentration at half of the fitted maximal effect
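Human placenta-derived ASM enzyme was preincubated with compound for 10 minutes at room temperature, then given fluorogenic substrate HMU-PC0 (9 uM final) for 60 minutes at 37 °C; a pH 10 stop preceded fluorescence reading at Ex 386/Em 447 nm.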
Numbers without * were called inactive; ? = inconclusive; / = no result given; [ ] = another dose, or the depositor's remark. Unless noted, the call rests on the fitted dose curve; in most records, active means well fitted curve in the direction sought with a large enough effect; inconclusive means small, poorly fitted or top-dose-only effect, or another doubt; inactive means no such curve, though single readings can be large; an effect the other way counts as inactive or inconclusive. Some of the compounds tested, so the mix of outcomes need not match the whole.

[1] O=C(NC1CCCCC1)c1ccc(CS(=O)Cc2ccc(Cl)cc2)o1 (stereo not drawn)
[2] CC(C)CC(C(=O)NC1CCCCC1)N(Cc1cccs1)C(=O)c1snc(C(N)=O)c1N (stereo not drawn)
[3] COc1ccc(C)cc1NC(=O)CSc1nnc(-c2ccc(Br)cc2)o1
[4] CS(=O)(=O)N(CC(O)Cn1c2ccccc2c2ccccc21)c1cccc2ccccc12 (stereo not drawn)
[5] O=C(CSc1ccc(-c2ccccc2)nn1)NC1CCCC1
[6] Cc1cccc(OCC(=O)NCc2n[nH]c(=O)c3ccccc23)c1
[7] C=CCn1c(SCC(=O)c2[nH]c(C)c(C(C)=O)c2C)nnc1-c1ccncc1
[8] CN1CC(=O)N2C(c3ccc(Cl)cc3)c3[nH]c4ccccc4c3C[C@H]2C1=O (stereo partly drawn)

Compound	1	2	3	4	5	6	7	8
MBNL1 CUG block	-1%	1%	0%	3%	-2%	/	1%	-5%
Mito fusion act	2%	-6%	-5%	15%	0%	1%	2%	-2%
Menin MLL FP TR	/	-7%	3%	?	?	/	/	21%
TSHR antagonist	-3	2	-39	-1	-12	14	8	-2
PKM2 act	/	/	0%	1%	0%	/	0%	/
USP2a block	3%	2%	1%	0%	3%	0%	3%	0%
KCNH2 WT inh	-5	7	-16	-9	-10	-8	0	-14
Chronic BCR inh	1%	-3%	3%	?	3%	?	5%	?
Eya2 phos inh	-4%	0%	0%	13%	-3%	-11%	-8%	5%
GALK inh	-5%	1%	0%	0%	4%	/	0%	8%
S-ASM inh	0%	153%[activator]	-1%	-20%	4%	-3%	2%	0%

[9] CNC(=O)NC(=O)C(OC(=O)c1cccc(S(=O)(=O)N2CCCCC2)c1)c1ccccc1 (stereo not drawn)
[10] COc1ccc(-c2oc(/N=C/N3CCOCC3)c(C#N)c2-c2ccc(OC)cc2)cc1
[11] Oc1ccc(-c2nc3ccccn3c2NCc2ccc3c(c2)OCO3)cc1
[12] Cc1ccc(C=Nc2ccccc2C#N)s1
[13] Nc1cc(C(=O)O)ccc1Nc1ccccc1
[14] CCOC(=O)c1cc2c(=O)n3ccccc3nc2n(CCOC)c1=NC(=O)C(C)(C)C
[15] COc1ccc(OCCNC(=S)Nc2cccc3ccccc23)cc1
[16] C#CC[N+](C)(C)CCN1C(=O)C2C(c3ccccc3)C=CC(c3ccccc3)C2C1=O (stereo not drawn)

Compound	9	10	11	12	13	14	15	16
MBNL1 CUG block	/	14%	20%	-2%	21%	?	?	6%
Mito fusion act	2%	9%	-1%	-1%	-1%	3%	30%	15%
Menin MLL FP TR	-20%	7%	2%	-1%	-9%	13%	5%	0%
TSHR antagonist	14	-8	10	6	-20	-5	-5	6
PKM2 act	-6%	10%	11%	-6%	9%	5%	6%	-5%
USP2a block	3%	-12%	-1%	0%	0%	-2%	4%	4%
KCNH2 WT inh	5	11	16	-4	-2	-3	23	6
Chronic BCR inh	-2%	-1%	?	0%	12%	4%	0%	2%
Eya2 phos inh	-10%	9%	7%	13%	9%	18%	18%	-5%
GALK inh	1%	2%	4%	3%	-1%	-1%	-4%	0%
S-ASM inh	-2%	-29%	205%[activator]	0%	26%	/	-16%	-1%

[17] CN(c1ccccc1)C(c1ccc(F)cc1)c1nnnn1C1CCCC1 (stereo not drawn)
[18] COc1ccc(C(=O)/C=C/Sc2nc3ccccc3o2)cc1
[19] Cc1ccc(NC(=O)CC2=NC(=O)C(CC(=O)Nc3ccccc3F)S2)cc1 (stereo not drawn)
[20] O=C(c1cccc(N2C(=O)C3C4C=CC(C4)C3C2=O)c1)N1CCCCCC1 (stereo not drawn)
[21] CC(C)NC(=O)c1ccc2c(c1)N(Cc1ccccc1)C(=O)C(C)(C)O2
[22] CCN(CC)c1ccc(NC(=O)c2cc3c(OC)cccc3[nH]2)cc1
[23] COc1ccc(CNC(=O)OCc2nccnc2C(=O)Nc2ccc(Br)cn2)cc1
[24] NC(=S)Nc1ccc(Cl)c(Cl)c1

Compound	17	18	19	20	21	22	23	24
MBNL1 CUG block	-2%	-3%	-4%	-2%	-13%	-1%	2%	8%
Mito fusion act	9%	-16%	-2%	2%	4%	-11%	0%	2%
Menin MLL FP TR	-11%	/	26%	-1%	-2%	?	/	/
TSHR antagonist	-13	-1	-2	-1	22	-4	9	0
PKM2 act	4%	3%	-8%	-4%	-3%	/	/	-1%
USP2a block	0%	9%	-1%	-1%	0%	1%	1%	5%
KCNH2 WT inh	4	2	-1	-3	1	-5	5	-1
Chronic BCR inh	9%	?	-2%	1%	0%	?	-3%	?
Eya2 phos inh	-25%	?	-8%	-7%	-9%	-13%	2%	8%
GALK inh	0%	-3%	9%	-2%	-3%	3%	3%	-1%
S-ASM inh	-3%	4%	-1%	1%	1%	-1%	-1%	2%

Brought forward from above: 3 entries; new compounds follow.
[22] CCN(CC)c1ccc(NC(=O)c2cc3c(OC)cccc3[nH]2)cc1
[23] COc1ccc(CNC(=O)OCc2nccnc2C(=O)Nc2ccc(Br)cn2)cc1
[24] NC(=S)Nc1ccc(Cl)c(Cl)c1
[25] CN(C)S(=O)(=O)c1ccc(NC(=O)C2COc3ccccc3O2)cc1 (stereo not drawn)
[26] O=C(Nc1ccccc1)c1nc[nH]c1C(=O)N1CCN(c2ccccc2)CC1
[27] Cc1cc(Cn2nc(-c3ccccc3)cc2C(=O)NCc2cccs2)on1
[28] Nc1nc(SCc2ccccc2Cl)[nH]c(=O)c1-c1ccccc1
[29] COCCNC(=O)COC(=O)/C=C/c1c(C)nn(Cc2ccc(Cl)cc2Cl)c1Cl
[30] CCN1CCN(c2ccc(S(=O)(=O)N3CCCCC3)cc2NC(=O)/C=C/c2ccc(OC(F)F)cc2)CC1
[31] CC1CC(C)(C)NC(=S)N1CCCC(=O)NCc1ccccc1 (stereo not drawn)
[32] O=S(=O)(NC1c2cccc3cccc(c23)C1N1CCNCC1)c1ccc(Cl)cc1 (stereo not drawn)

Compound	22	23	24	25	26	27	28	29	30	31	32
MBNL1 CUG block	-1%	2%	8%	-18%	/	/	6%	2%	/	-1%	12%
Mito fusion act	-11%	0%	2%	5%	7%	8%	5%	3%	6%	-1%	-1%
Menin MLL FP TR	?	/	/	-1%	/	/	4%	4%	/	8%	-12%
TSHR antagonist	-4	9	0	23	-11	-14	5	2	3	-2	6
PKM2 act	/	/	-1%	-2%	/	/	2%	3%	/	/	-6%
USP2a block	1%	1%	5%	1%	1%	0%	-8%	1%	-7%	1%	2%
KCNH2 WT inh	-5	5	-1	15	1	1	7	-5	-90*	-8	6
Chronic BCR inh	?	-3%	?	0%	-6%	0%	?	1%	-16%	6%	?
Eya2 phos inh	-13%	2%	8%	-6%	1%	15%	-3%	3%	13%	2%	6%
GALK inh	3%	3%	-1%	1%	/	/	-1%	3%	/	3%	4%
S-ASM inh	-1%	-1%	2%	-3%	5%	-3%	-2%	-10%	-4%	-2%	0%

[33] CC(=O)Nc1nc2ccc(C(=O)NCCOC(=O)C3CCCCC3)cc2s1
[34] O=C(NCCCc1ccccn1)C1CCC(=O)N(Cc2cccc(F)c2)C1 (stereo not drawn)
[35] COc1ccc(C(=O)Nc2cc(S(=O)(=O)N3CCCC3)ccc2Cl)cc1
[36] CCOc1cccc(NC(=O)CSc2nncn2N)c1

Compound	33	34	35	36
MBNL1 CUG block	-8%	-5%	/	3%
Mito fusion act	8%	-1%	/	-5%
Menin MLL FP TR	16%	/	/	-2%
TSHR antagonist	0	2	-13	4
PKM2 act	-30%	/	/	0%
USP2a block	0%	0%	3%	0%
KCNH2 WT inh	0	-4	9	-23
Chronic BCR inh	-1%	-3%	?	-8%
Eya2 phos inh	12%	-2%	-15%	-14%
GALK inh	-1%	-2%	/	6%
S-ASM inh	-5%	4%	-7%	2%
